Screens as filed in PubChem BioAssay.
IMPase cell inh = IMPase inhibition in cells; P97697; CHO-M1 cells, IP1 accumulation, HTRF TR-FRET ratio; inhibition (IP1 accumulation), % at 46.1 µM; 120,000 tested, under 10 active; AID 901; active = well fitted curve in the direction sought with a large enough effect in the signal ratio, not every such curve was filed as active; inconclusive = small, poorly fitted or top-dose-only effect, or a change in a side signal; inactive = no such curve, though single readings can be large or run the other way; the % refers to the signal ratio;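 also: cells stimulated with carbachol in lithium chloride buffer; plate controls were DMSO basal wells for no effect and reference inhibitor wells for full effect; higher means more IMPase inhibition seen as more IP1 and lower FRET ratio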
Target sequence (P97697 whole entry, looked up): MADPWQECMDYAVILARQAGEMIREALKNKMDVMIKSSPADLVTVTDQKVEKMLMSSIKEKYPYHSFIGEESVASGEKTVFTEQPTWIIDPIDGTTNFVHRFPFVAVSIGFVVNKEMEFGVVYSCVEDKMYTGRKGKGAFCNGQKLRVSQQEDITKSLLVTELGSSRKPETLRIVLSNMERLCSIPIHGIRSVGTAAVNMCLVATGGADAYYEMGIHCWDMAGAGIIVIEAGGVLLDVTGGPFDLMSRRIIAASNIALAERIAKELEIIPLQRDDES
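CHO-M1, 2000 cells/well, cultured 16–30 h; cpd up to 46 uM; carbachol (50 uM solution, stimulation buffer w/ 50 mM LiCl, pH 7.4), 30 min 37C; IP-One TR-FRET, 10 min RT; Ex 320/Em 665, 620; Hill-fit AC50.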
PNC assembly inh = blocks assembly of the perinucleolar compartment | hit rate 3.1% among 140,000 | activity change (PNC), negative = inhibition, % at 10 µM | PC3M PTB-GFP, PNC prevalence imaging, 16 h; stronger effect = lower value | AID 2417;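 active = readout at or below -70, meaning at least 70% loss of cells showing the perinucleolar compartment, a nuclear body marking cancer cells; inconclusive = readout between -30 and a set limit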;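 also: plate controls were DMSO wells for no effect and camptothecin positive control wells for full effect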
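Read-out is percentage of cells bearing a perinucleolar compartment, from automated 20x imaging of fixed, Hoechst-stained PC3M PTB-GFP cells. Cells were seeded 4 h, then exposed 16 h to compound (23 nl of library stock) in duplicate plates.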
ALOX15B inhib = inhibitors of human 15-lipoxygenase 2 (ALOX15B). AID 881. Potency, µM (top dose mostly 57.1 µM), for inactives: top-dose activity change, negative = inhibition, usual class: inhibitors. hit rate 0.56% among 110,000. O15296. purified 15hLO-2, xylenol orange hydroperoxide absorbance; also: potency is read from the fitted curve at half-maximal effect; nearly all actives have a fitted effect of over 60% in size; many of its hits are not listed in these tables
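Enzyme 50 nM, AA 45 uM, 25 mM Hepes pH 7.5 + 0.01% Triton X-100; cpd preinc 15 min RT, rxn 90 min RT; stop/detect with 200 uM XO + 300 uM Fe(II) in 50 mM H2SO4, 30 min; A573/A405.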
ALOX12 inhib = inhibitors of human 12-lipoxygenase (ALOX12); purified 12-hLO, xylenol orange hydroperoxide absorbance; Potency, µM (top dose mostly 57.1 µM), for the others: at the highest dose activity change, negative = inhibition, hits mostly inhibitors; hit rate 0.12% among 150,000; also: potency is read from the fitted curve at half-maximal effect; nearly all actives have a fitted effect of over 55% in size; many of its hits are not listed in these tables
Target sequence (P18054 whole entry, looked up): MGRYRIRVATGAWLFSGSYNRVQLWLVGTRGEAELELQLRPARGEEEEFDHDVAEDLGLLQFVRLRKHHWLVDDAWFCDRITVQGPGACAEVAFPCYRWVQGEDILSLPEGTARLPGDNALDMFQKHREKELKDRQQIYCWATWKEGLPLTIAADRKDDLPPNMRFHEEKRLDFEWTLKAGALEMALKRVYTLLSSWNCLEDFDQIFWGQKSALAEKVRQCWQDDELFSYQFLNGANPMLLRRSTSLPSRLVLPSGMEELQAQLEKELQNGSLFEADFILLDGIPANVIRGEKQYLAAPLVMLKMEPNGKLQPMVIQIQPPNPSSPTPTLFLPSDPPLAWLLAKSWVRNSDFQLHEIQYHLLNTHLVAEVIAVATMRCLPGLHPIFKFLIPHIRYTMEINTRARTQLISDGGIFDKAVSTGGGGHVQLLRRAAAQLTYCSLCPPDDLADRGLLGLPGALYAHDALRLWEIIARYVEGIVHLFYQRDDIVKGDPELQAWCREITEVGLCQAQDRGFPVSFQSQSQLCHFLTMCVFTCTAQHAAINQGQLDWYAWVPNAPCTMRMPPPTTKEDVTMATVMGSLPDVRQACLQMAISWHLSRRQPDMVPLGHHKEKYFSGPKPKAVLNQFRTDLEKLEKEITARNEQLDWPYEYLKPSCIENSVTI
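Lipoxygenase turnover measured by absorbance at 573 and 405 nm after Fe-XO development. Human 12hLO 150 nM, arachidonate 40 uM, pH 7.0 Hepes buffer with detergent; 15 min compound preincubation, 30 min reaction.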
Starred values were filed as active, the others as inactive; ? = inconclusive; nt = no result given; [ ] = another dose, or the depositor's remark. Unless noted, calls follow the shape of the dose curve; as a rule, active = well fitted curve in the direction sought with a large enough effect; inconclusive = small, poorly fitted or top-dose-only effect, or another doubt; inactive = no such curve, though single readings can be large; an effect the other way counts as inactive or inconclusive. Unless noted, % is scaled to controls: 0 for no effect and ±100 for the full control effect. Some of the compounds tested; the hit share may differ from the screen's.

SMILES	IMPase cell inh	PNC assembly inh	ALOX15B inhib	ALOX12 inhib
O=C(Nc1cccc(S(=O)(=O)c2cccc(NC(=O)C3CC3)c2)c1)C1CC1	-8	?	0%	1%
C[C@@H](C(=O)NCc1nc2ccccc2[nH]1)[C@@H]1C[C@@]1(C)[C@@H](NC(=O)OCc1ccccc1)c1ccccc1	nt	nt	59%[activator]	-5%
Cc1ccnc(SCCn2c(N3CCN(Cc4ccccc4)CC3)nc3c2c(=O)[nH]c(=O)n3C)n1	4	-5	-4%	1%
O=C(O)C(O)Cc1c[nH]c2ccccc12 (configuration not stated)	nt	2	nt	-2%
CCCc1nnc(NC(=O)CCCC(=O)O)s1	?	3	nt	5%
O=C(c1ccco1)N1CCN(c2cc(C(F)(F)F)nc3ncnn23)CC1	-1	-16	-4%	-2%
COc1ccc(-c2cc(=O)oc3cc(OC(C)C(=O)O)ccc23)cc1 (configuration not stated)	1	6	-5%	-3%
COC(=O)/C=C1\N/C(=N\c2nc(C)cc(C)n2)N(c2ccc(C)cc2)C1=O	nt	32	nt	4%
CCN(CC)c1ccc(C(=O)OCC(=O)NCC2CCCO2)cc1 (configuration not stated)	-3	9	2%	-1%
O=C(NCc1ccccn1)C1CCN(Cc2cnn(-c3ccccc3)c2-n2cccc2)CC1	2	-12	32%[activator]	6%
CS(=O)(=O)N1CCN(c2ccccc2NC(=O)c2ccc3ccccc3c2)CC1	?	-9	nt	3%
O=C(/C=C/c1ccc(OCc2ccccc2)cc1)c1cccs1	15	nt	1%	4%
Cc1ccc(C)c(S(=O)(=O)NC(C)C(=O)Nc2ccc(-c3nc4ccccc4s3)cc2)c1 (configuration not stated)	-18	24	-7%	0%
CC1CCc2c(sc(NC(=O)CN3CCN(C(=O)c4ccco4)CC3)c2C#N)C1 (configuration not stated)	0	-117*	5%	-8%
CCOc1nc(NCCc2ccc(OC)c(OC)c2)nc(N2CCN(c3ccc(OC)cc3)CC2)n1	2	47	-5%	4%
Cc1ccc(-c2c3c(=O)n(C)c(=O)n(C)c3cn2Cc2ccccn2)cc1	5	-26	-15%	-1%
CCN(c1ccccc1)S(=O)(=O)c1ccc(NC(=S)NC(=O)c2cccs2)cc1	20	4	?	25µM*
c1cc(CNc2ccc3c(c2)OCCO3)ccn1	6	?	-6%	-9%
Cc1cccc(N(CC(N)=O)S(C)(=O)=O)c1C	-2	68	3%	-4%
C=CCNC(=O)c1cc(-c2ccccc2O)on1	3	10	-2%	-1%
c1ccc(-c2ccc(N3CCCC4(CCNCC4)C3)cc2)cc1	nt	nt	6%	2%
CCOCCCNC(=O)C1CCN(S(=O)(=O)N2CCCCC2)CC1	?	-6	3%	-8%
CC(C)Sc1nnc([C@H](C)NC(=O)OC(C)(C)C)o1	-1	-12	10%	0%
COc1ccc(NC(=O)CN2CCCC(C)C2)c([N+](=O)[O-])c1 (configuration not stated)	-2[1.84 µM]	?	-13%[11.4 µM]	-2%
CNC(=O)CSc1nc2nn(-c3ccccc3)c(=O)c-2c2n1CCCCC2	6	35	12%	-1%
Fc1ccc2[nH]c3c(N4CCN(Cc5ccc6c(c5)OCO6)CC4)ncnc3c2c1	17	?	66%[activator]	-5%
CCOC(=O)c1sc(NC(=O)CCCn2nc([N+](=O)[O-])c(Cl)c2C)c(C(=O)OCC)c1C	-9	37	nt	-3%
O=C1CSC(c2cn(-c3ccccc3)nc2-c2ccccc2)N1Cc1ccco1 (configuration not stated)	1[1.84 µM]	-14	-18%[11.4 µM]	-21%
COc1ccc(OC)c(-c2nnc(SCC(=O)N3CCCc4ccccc43)o2)c1	-10	20	-5%	-8%
COc1ccc(N2CCN(C(=O)c3ccc4c(Cl)c5c(nc4c3)CCCC5)CC2)cc1	nt	17	nt	-2%
O=C(c1cnccn1)N1CCC2(CC1)CN(C(c1ccccc1)c1ccccc1)C2	nt	nt	5%	0%
CCOC(=O)c1c(NC(=O)C2C3C=CC(C3)C2C(=O)O)sc2c1CCC(CC)C2 (configuration not stated)	nt	-29	nt	1%
Cc1ccc(S(=O)(=O)N2CCN(C(=O)c3ccccc3)C2C(C)C)cc1 (configuration not stated)	4	?	-1%	3%
COC(=O)c1sc2nc(SCc3ccccc3C)n(N)c(=O)c2c1C	nt	25	nt	-3%
O=C(Nc1ccccc1)N(CCCN1CCOCC1)Cc1ccccc1F	-8	-109*	1%	1%
Cc1cc(C)c2[nH]c(=O)c(C(c3nnnn3Cc3ccc4c(c3)OCO4)N3CCCCC3)cc2c1 (configuration not stated)	-9	?	26%	-4%
Nc1c(C(=O)Nc2nc3ccccc3s2)sc2nc(-c3cccs3)ccc12	?	-28	13µM*	-9%
COc1ccc(/C=C/C(=O)Oc2ccc(/C=N/NC(=O)COc3c(C)cccc3C)cc2)cc1	2	6	-4%	2%
O=[N+]([O-])c1ccc(Nc2ccccc2)nc1	6	50	nt	-12%
COC(=O)CSC1=C(C#N)C(c2cccc(OC)c2)CC(=O)N1 (configuration not stated)	4	16	0%	1%
O=C(Nc1ccccn1)c1cccc(S(=O)(=O)N2CCCCC2)c1	-5	?	nt	3%
Cn1c(=O)[nH]c(=O)c2c1ncn2CCN1CCCCC1	-1	-23	-1%	-3%
CCOC(=O)c1cccc(NC(=O)CCc2nc(-c3ccccc3F)no2)c1	-3	-11	7%	-2%
CC(OC(=O)c1cc2c(s1)CCCCC2)C(=O)NC(N)=O (configuration not stated)	8	0	nt	2%
COC(=O)c1ccc(CN2C(=O)c3ccccc3S2(=O)=O)cc1	-1	21	-7%	3%
O=C(Nc1cccnc1)C1CC(c2ccc(Cl)c(Cl)c2)=NO1 (configuration not stated)	4	1	2%	-5%
O=C(O)/C(=C\c1ccccc1)Cc1ccccc1	nt	nt	1%[11.4 µM]	-3%[11.4 µM]
CC1CCCN(C(=O)CSc2nnc(-c3cccnc3)n2C2CCCCC2)C1 (configuration not stated)	9	-14	0%	-6%
Cc1csc(NC(=O)c2nn(C)c(C)c2[N+](=O)[O-])n1	nt	43	nt	-2%
O=C(COC(=O)c1cccnc1Cl)NCc1ccc2c(c1)OCO2	-10	-17	nt	-4%
Cc1ccc(NC(=O)Cn2cncc2-c2ccc([N+](=O)[O-])cc2)cc1C	-9	-16	-2%	-1%
Cc1nc2ccc(N=NC3=C(O)CCCC3=O)cc2s1	6	9	-29%	2%
CC(NC(=O)c1cc(-c2ccc(Br)cc2)on1)c1ccccc1 (configuration not stated)	3	27	13%	-2%
CCCCc1nc2c(=O)[nH]c3ccccc3c2o1	1	-26	-5%	-4%
Cn1ncc2nnn(-c3ccccc3)c(=O)c21	-9	44	-4%	0%
CCCC1(C(=O)OCC)NC(c2ccc(N(C)C)cc2)C2C(=O)N(c3ccccc3)C(=O)C21 (configuration not stated)	-8	311	nt	-3%
COc1cccc(-n2nc3c(=O)n(Cc4ccccc4Cl)nc(C)c3c2C)c1	-4	3	nt	0%
COc1ccc(-n2nc3c(c2NC(=O)C2CCCC2)CS(=O)C3)cc1 (configuration not stated)	10	5	-2%	-3%
Cc1cc(C)nc(N2CCCC(C(=O)Nc3ccc4nc(C)c(C)nc4c3)C2)n1 (configuration not stated)	-3	5	-3%	-8%
Cn1c(SCc2cc(=O)n3cc(Br)ccc3n2)nnc1C1COc2ccccc2O1 (configuration not stated)	-18	19	-2%	-9%

Entries of single compounds, looked up by structure. Order of values: IMPase cell inh	PNC assembly inh	ALOX15B inhib	ALOX12 inhib
`Cc1ccnc(SCCn2c(N3CCN(Cc4ccccc4)CC3)nc3c2c(=O)[nH]c(=O)n3C)n1` across the screens: 4	-5	-4%	1%
`COc1ccc(OC)c(-c2nnc(SCC(=O)N3CCCc4ccccc43)o2)c1` across the screens: -10	20	-5%	-8%
`C[C@@H](C(=O)NCc1nc2ccccc2[nH]1)[C@@H]1C[C@@]1(C)[C@@H](NC(=O)OCc1ccccc1)c1ccccc1` across the screens: nt	nt	59%[activator]	-5%
`Cc1nc2ccc(N=NC3=C(O)CCCC3=O)cc2s1` across the screens: 6	9	-29%	2%

Next section
SMILES	IMPase cell inh	PNC assembly inh	ALOX15B inhib	ALOX12 inhib
Cn1c(SCC(=O)Nc2ccc3c(c2)oc2ccccc23)nnc1-c1ccccc1	-3	5	-2%	-3%
CCCc1nc(-c2ccc(-c3ccc(F)cc3)cc2)no1	3	51	13%	2%
NC(=O)c1ccccc1NC(=O)CCN1C(=O)c2ccccc2C1=O	-11	30	3%	1%
Cn1cc2c(=O)n(/N=C/c3ccccc3)cnc2n1	nt	-82*	nt	2%
CCN(CC)C(=O)NC1CC(=O)N(c2ccc(OC)cc2)C1 (configuration not stated)	-3	?	nt	-1%
Cc1cccc(N2CCN(C(=O)C(C)n3nc(C)n4c(cc5occc54)c3=O)CC2)c1C (configuration not stated)	-2	35	-2%	-10%
CN(Cc1ccccc1)C(=O)C1CCN(Cc2ccc(F)cc2)CC1	8	11	-9%	-24%
CCOC(=O)C(C)c1nn(C)c(=O)c2ccccc12 (configuration not stated)	-13	0	4%	0%
O=C(NCc1ccco1)C1CCCN(S(=O)(=O)c2ccc(Cl)cc2)C1 (configuration not stated)	7	55	4%	1%
NNc1nc(-c2ccccc2Cl)nc2sc3c(c12)CCCC3	nt	0	nt	-4%
Cn1cnc2c(NCc3ccccc3)nc(NCCO)nc21	3	nt	11%[0.0915 µM]	0%[0.00818 µM]
COc1ccc(C2C(C#N)=C(N)OC3=C2C(=O)CC(C)C3)c(OC)c1OC (configuration not stated)	2	-7	-5%	4%
O=C(N1CCOCC1)N(Cc1ccccc1)c1ccccn1	-10	16	-4%	0%
Cc1ccc(C(=O)CSc2nccn2-c2ccccc2)cc1	3	60	-16%	-2%
CC(C)n1c(O)c(N=NC(=O)Cn2ccc(C(F)(F)F)n2)c2ccccc21	-6	-22	nt	0%
c1cncc(CNc2ccc3c(c2)OCO3)c1	15	-8	-23%	-17%
CCN1CC2=C(OC(N)=C(C#N)C2c2cccs2)/C(=C\c2cccs2)C1 (configuration not stated)	6	3	5%	-8%
COc1ccc(C2C(C(=O)NCc3ccccn3)c3ccccc3C(=O)N2C)cc1OC (configuration not stated)	-2	-88*	5%	-4%
COc1ccc(Cl)cc1C(=O)Nc1ccc2c(c1)OCO2	5	19	-6%	-19%
COc1ccc(-c2cc(C)nc(SCc3cccc(C(=O)O)c3)n2)cc1	nt	-17	nt	0%
CC1(C)CC(=O)C2=C(C1)N(c1ccccc1)C(N)=C(C#N)C2c1ccsc1 (configuration not stated)	-11	55	6%	-12%
c1coc(CSCc2cn3cccnc3n2)c1	-1	20	-3%	-5%
CC(=O)OCC(=O)[C@@]1(O)CC[C@H]2[C@@H]3CCC4=CC(=O)CC[C@]4(C)[C@H]3[C@@H](O)C[C@@]21C	nt	19	nt	1%
CCC1CCCCN1S(=O)(=O)c1ccc(C(=O)Nc2nnc(-c3ccccc3Cl)o2)cc1 (configuration not stated)	-8	13	nt	4%
O=C1OCCC1Sc1ncnc2sc3c(c12)CCC3 (configuration not stated)	-14	238	nt	4%
CC(C)CC(=O)NC(=S)Nc1ccc(S(=O)(=O)NC(C)(C)C)cc1	nt	-17	nt	-3%
CNCCOc1nc(N2CCOCC2)nc(C)c1[N+](=O)[O-]	nt	12	nt	-2%
CCc1nc2ccccc2n1CC(=O)N1CCN(S(=O)(=O)c2cccc(C(F)(F)F)c2)CC1	1	45	17%	1%
CC(=O)Nc1ccc(SCC(=O)N(CCC#N)c2ccc(C)cc2)cc1	6	?	-11%	-11%
CSC1=NC2(CCCCC2)C2=C(CCCC2)N1	-2	-25	2%	-1%
Cc1cc(Nc2cccc(Cl)c2)nc(NCc2ccccc2)n1	nt	-94*	nt	-10%
Oc1ccc(N2CCN(c3ncnc4sc5c(c34)CCC5)CC2)cc1	11	?	?	?
